# Compound activity: PubChem BioAssay, The Scripps Research Institute Molecular Screening Center
# CHO-K1 Ca ag: counter-screen for M1 agonists: effect in parental CHO-K1 cells | Fluo-8 calcium fluorescence; scaled to maximal ATP response, vehicle zero | activation, % at 3 µM | 360,000 compounds, 0.48% hits | AID 602248, 2012; in the data active = activation above about 15%;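 note: untransfected CHO-K1 host cells lacking M1 receptor as counterscreen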
# OXTR agonist: human OXTR agonists, primary screen, fluorescence, CHO-OTR cells, Fluo-8 calcium. Fluo-8 calcium fluorescence; normalized: DMSO 0%, oxytocin 100%. activation, % at 3 µM. 320,000 compounds, 0.32% hits. AID 2435, 2010;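 active = activation above the mean of all tested compounds plus 3 SD, cutoff set per screening run, cut at about 20% in these data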;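 note: peak over basal fluorescence ratio from a 100 s FLIPR kinetic read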
# GPR7 antag: GPR7 receptor antagonists, primary screen, cell-based, fluorescence, single concentration. GPR7-expressing cells, fluorescence antagonist assay. AID 1861, 2009. inhibition, % at 4.4 µM. 290,000 compounds, 1.1% hits. Neuropeptides B/W receptor type 1 (Homo sapiens), P48145; in the data active = inhibition above about 16%, passing the limit was not always enough;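 note: cells stimulated with the agonist NPW; 0% = agonist with vehicle and 100% = vehicle without agonist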
# Target sequence (P48145 whole entry, looked up): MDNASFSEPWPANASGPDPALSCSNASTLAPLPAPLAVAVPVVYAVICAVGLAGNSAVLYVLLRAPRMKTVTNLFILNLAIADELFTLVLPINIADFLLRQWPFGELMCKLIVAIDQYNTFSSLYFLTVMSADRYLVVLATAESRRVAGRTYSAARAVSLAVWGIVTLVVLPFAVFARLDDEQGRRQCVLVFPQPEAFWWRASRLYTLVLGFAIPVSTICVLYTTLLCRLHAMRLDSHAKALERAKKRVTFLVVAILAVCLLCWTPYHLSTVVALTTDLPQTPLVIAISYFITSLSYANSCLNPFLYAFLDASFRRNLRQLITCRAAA
# OXTR potentiate: human OXTR potentiators, primary screen, fluorescence, CHO-OTR cells, Fluo-8 calcium. Oxytocin receptor (Homo sapiens), P30559. Fluo-8 calcium fluorescence, potentiator mode; 0% = oxytocin EC15, 100% = EC100. activation, % at 3 µM. 320,000 compounds, 0.061% hits;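 active = activation above that plate's cutoff, the mean activation of tested compounds plus 3 SD, cut at about 6.6% in these data, passing the limit was not always enough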;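 note: 100% uses oxytocin at 75 nM as the full agonist control; some results filed as inactive read as strong as hits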
#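 Material: human OTR in CHO cells. Compound: 3.0 µM, one dose. Timing: compound 6 min at room temperature before oxytocin, 100 s read. Evaluation: % activation of max/min ratio relative to oxytocin controls. Replication: single well per compound, singlicate. Signal: Fluo-8 calcium dye fluorescence.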
# CHO parental Ca: ATP-evoked calcium signal inhibitors, parental CHO, primary screen, counter-screen for OX1R antagonist project, cell-based, fluorescence, Fluo-8 calcium dye. 330,000 compounds, 0.63% hits. parental CHO-K1, ATP-induced calcium, Fluo-8 fluorescence. inhibition, % at 5.6 µM;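 active = inhibition above that plate's mean sample inhibition plus 3 SD, cut at about 26% in these data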;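 note: 0% = ATP-challenged DMSO wells and 100% = DMSO wells without ATP; some compounds past the cut are filed as inactive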
#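 Test system: untransfected parental CHO cell line; also added: ATP stimulus; dosing: 5.6 µM, single dose; signal: calcium-sensitive Fluo-8 fluorescence; measure: percent inhibition of ATP-evoked calcium rise, normalized to controls; benchmarks: low control ATP plus DMSO, high control DMSO only; replication: one well per compound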
# CHO-K1 Ca antag: nonselective inhibitor or artifact in parental CHO-K1 cells. ATP-induced calcium, Fluo-8 fluorescence. inhibition, % at 3 µM. 360,000 compounds, 0.6% hits. AID 602250;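 active = inhibition above a per-plate cutoff, the plate's mean sample inhibition plus 3 SD, cut at about 24% in these data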;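 note: 0% = DMSO plus EC80 ATP and 100% = DMSO alone without ATP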
# CHO-K1 Ca PAM: nonselective calcium activators in parental CHO-K1 cells, primary screen, counter-screen for M1 PAM project, cell-based, Fluo-8 calcium fluorescence, full deck, 1536-well | ATP EC20; 0% at ATP EC20, 100% at ATP max | AID 602247, 2012 | activation, % at 3 µM | 360,000 compounds, 0.02% hits;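 active = activation above the run cutoff, the mean activation of all test compounds plus 3 SD, cut at about 40% in these data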;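 note: peak over basal fluorescence ratio in a 140 s read after ATP addition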
# TAAR1 antagonist: human TAAR1 antagonists, primary screen, Fluo-8 calcium fluorescence, CHO RD-HGA16 cells. AID 624466, 2012. inhibition, % at 3 µM. antagonist. Trace amine-associated receptor 1 (Homo sapiens), Q96RJ0. 360,000 compounds, 1.5% hits;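 active = inhibition above a per-plate cutoff, the mean inhibition of test compounds on that plate plus 3 SD, cut at about 49% in these data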;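 note: 0% = DMSO plus EC80 beta-PEA response and 100% = DMSO alone without agonist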
# Target sequence (Q96RJ0 whole entry, looked up): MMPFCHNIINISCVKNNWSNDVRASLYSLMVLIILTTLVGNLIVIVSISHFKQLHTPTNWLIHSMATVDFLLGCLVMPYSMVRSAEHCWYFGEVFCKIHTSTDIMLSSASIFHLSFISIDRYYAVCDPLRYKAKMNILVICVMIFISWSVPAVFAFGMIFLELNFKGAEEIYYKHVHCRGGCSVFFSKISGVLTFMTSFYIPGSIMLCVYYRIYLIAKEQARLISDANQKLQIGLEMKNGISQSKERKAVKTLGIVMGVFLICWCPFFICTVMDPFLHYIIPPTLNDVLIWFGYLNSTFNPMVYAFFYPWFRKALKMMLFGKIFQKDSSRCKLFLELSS
#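 Test system – hTAAR1-expressing CHO RD-HGA16 cells, Gα16-coupled · Reagent – β-PEA at EC80 concentration, post-compound challenge · Compound dosing – 3 µM, single point · Timing – 140 s kinetic read after compound, 140 s after agonist · Detection – Fluo-8 intracellular calcium dye fluorescence, real-time kinetic reads · Control set – DMSO and EC80 PEA controls · Repeats – n of 1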
# V1aR counter: agonists of human V1a receptor, primary screen, counter-screen for OXTR agonist project, fluorescence, CHO-V1R cells. 320,000 compounds, 0.25% hits. Fluo-8 calcium fluorescence, agonist mode; 0% DMSO, 100% 3 nM vasopressin. AID 2797, 2010. activation, % at 3 µM;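 active = activation above the mean activation of all tested compounds plus 3 SD, per screening run, cut at about 20% in these data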;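 note: signal is peak over basal fluorescence ratio across a 100 second FLIPR read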
# Target sequence (P37288 whole entry, looked up): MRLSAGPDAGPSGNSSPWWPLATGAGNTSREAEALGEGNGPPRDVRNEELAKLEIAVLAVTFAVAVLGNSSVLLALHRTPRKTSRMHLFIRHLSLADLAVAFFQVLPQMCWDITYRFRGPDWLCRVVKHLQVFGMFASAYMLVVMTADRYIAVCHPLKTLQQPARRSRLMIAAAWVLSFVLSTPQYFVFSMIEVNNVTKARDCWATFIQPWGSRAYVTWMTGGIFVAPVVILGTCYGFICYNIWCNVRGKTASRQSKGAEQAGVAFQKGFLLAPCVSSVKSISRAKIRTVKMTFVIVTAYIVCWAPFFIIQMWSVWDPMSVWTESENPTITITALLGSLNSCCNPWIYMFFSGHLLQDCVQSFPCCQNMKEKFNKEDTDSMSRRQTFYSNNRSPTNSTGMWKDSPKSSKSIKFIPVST
# An asterisk follows results filed as active; . = not tested or not shown.
SMILES,CHO-K1 Ca ag,OXTR agonist,GPR7 antag,OXTR potentiate,CHO parental Ca,CHO-K1 Ca antag,CHO-K1 Ca PAM,TAAR1 antagonist,V1aR counter
Cc1ccc(-c2nn(CC(=O)NCc3ccccn3)c(=O)c3ccccc23)cc1S(=O)(=O)N(C)C,2.0,-0.9,-8.8,-8.8,-26.1,-6.6,13.9,3.9,-0.7
CC(C)(C)NC(=O)Cc1ccc(Cl)c(Cl)c1,0.0,-1.4,-9.7,3.2,-16.8,-4.2,12.5,17.9,-0.1
CCC(C)N(C(=O)CSc1nnc(NC(C)C)s1)C1CCS(=O)(=O)C1 (stereo unspecified),0.6,0.8,.,0.9,-6.2,-13.7,14.3,-11.6,2.8
O=C(O)C1CCN(S(=O)(=O)c2ccc3[nH]ccc3c2)CC1,0.2,.,.,.,.,26.4*,-13.9,-10.8,.
N#C/C(=C\c1ccc(OCc2ccccc2)cc1)C(=O)Nc1ccc(C(=O)O)cc1,.,0.3,1.3,-5.0,-7.2,.,.,-6.9,-0.2
CN(CC(=O)Nc1ccccc1Sc1ccccc1)C1CCCCC1,-0.1,-1.2,-7.1,-1.1,-24.6,2.8,-2.4,-27.3,4.6
COC(=O)CN(c1nc(C)cc(OC)n1)S(=O)(=O)c1ccc(C)cc1,-0.1,0.3,-2.1,-15.7,-13.9,1.9,-7.0,7.7,-1.1
Cc1nnc(CN(C)C(=O)c2cc(COc3ccc(C)c(C)c3)on2)o1,3.1,-0.2,0.5,-10.5,3.8,-20.5,16.1,-5.0,0.4
O=c1c2cc(O)c(O)cc2oc2cc(O)c(C3OC(CO)C(O)C(O)C3O)c(O)c12 (stereo unspecified),0.3,0.6,.,-0.9,-2.0,-5.1,9.9,-9.4,-0.2
CC(C)CC(=O)Nc1ccc(Oc2ccc3c(c2)C(=O)NC3=O)cc1,0.4,1.0,-12.2,3.5,-1.5,7.0,-5.7,8.9,0.4
CCc1ccc(NC(=O)CCCn2nc(CC)n3c(cc4occc43)c2=O)cc1,-0.2,-1.4,-4.0,-1.4,-23.7,-7.4,-13.2,-27.4,1.8
COCc1cc(CN2CCCC(CNC(=O)c3ccc(F)cc3)C2)ccc1OC (stereo unspecified),0.6,0.5,-12.7,-3.1,-17.8,-13.7,22.2,6.1,0.0
CCc1ccccc1NC(=O)CCNS(=O)(=O)c1cc(Br)cnc1N,9.4,7.6,0.9,-9.8,-11.6,-14.8,18.2,5.2,2.4
CC(C)C(=O)Nc1nnc(SCC(=O)NCc2ccco2)s1,0.5,-0.6,-5.1,-4.5,-1.6,1.1,20.3,-1.4,0.1
CC(=O)c1cc(OC(=O)c2ccncc2)ccc1OC(=O)c1ccncc1,0.0,0.2,-6.4,-16.2,5.9,-10.8,18.9,-15.9,0.1
O=C1NC[C@H](CCCCN2CCN(CC3CCCCC3)C(=O)C2=O)N(Cc2ccccc2)C1=O,0.7,.,.,.,.,-18.5,20.2,14.6,.
Cc1noc(C)c1COC(=O)COc1ccc(-c2ccccc2)cc1,3.2,0.8,-6.0,-9.5,-12.1,-4.4,-0.8,9.9,1.4
C=CCn1c(C(C)NC(=O)c2ccc(C)cc2)n[nH]c1=S (stereo unspecified),0.6,-0.1,-19.2,8.7,-0.2,-9.3,30.9,-9.0,-0.1
CCCNC(=O)C1(C)CCN(C(=O)c2ccc(F)c(Cl)c2)C1 (stereo unspecified),0.2,.,.,.,.,-2.8,-7.9,3.2,.
CCOC(=O)c1ccc(NC(=O)Nc2nc3ccccc3s2)cc1,1.4,.,.,.,.,-12.7,22.6,9.6,.

# Taken from the results shown, 2 compounds:
SMILES,CHO-K1 Ca ag,OXTR agonist,GPR7 antag,OXTR potentiate,CHO parental Ca,CHO-K1 Ca antag,CHO-K1 Ca PAM,TAAR1 antagonist,V1aR counter
Cc1ccc(-c2nn(CC(=O)NCc3ccccn3)c(=O)c3ccccc23)cc1S(=O)(=O)N(C)C,2.0,-0.9,-8.8,-8.8,-26.1,-6.6,13.9,3.9,-0.7
CC(C)(C)NC(=O)Cc1ccc(Cl)c(Cl)c1,0.0,-1.4,-9.7,3.2,-16.8,-4.2,12.5,17.9,-0.1

# Next section
SMILES,CHO-K1 Ca ag,OXTR agonist,GPR7 antag,OXTR potentiate,CHO parental Ca,CHO-K1 Ca antag,CHO-K1 Ca PAM,TAAR1 antagonist,V1aR counter
CCOc1ccc(Cl)cc1-c1cc(C(=O)NCCOC)[nH]n1,0.2,.,.,.,.,-2.4,2.6,-7.1,.
Cc1cc(C(=O)N/N=C/c2ccncc2)c(C)o1,0.9,1.1,-5.0,-1.4,-12.9,-4.0,3.9,-8.1,-0.2
COc1ccc(NC(=O)COC(=O)CNS(=O)(=O)c2ccc(F)c(F)c2F)cc1OC,0.2,0.7,2.6,5.6,3.1,0.4,9.0,-18.5,0.0
CCOC(=O)Nc1cc(C(=O)OC)cc(C(=O)OC)c1,-0.1,-0.2,-10.2,-9.4,6.6,-8.2,0.6,-15.7,1.0
Cc1cc2nc(-c3ccc(F)cc3)c(Cc3cccc(Cl)c3)n2c(C)c1Br,0.0,.,.,.,.,-7.9,13.2,-16.1,.
COc1cccc(N2CC(C(=O)Nc3ccc(C(=O)OC(C)C)cc3)CC2=O)c1 (stereo unspecified),1.9,3.0,-16.3,-12.4,-12.2,12.1,2.4,-26.4,7.4
O=C(Cc1c[nH]c2ccccc12)Nc1ccccc1N1CCOCC1,0.1,1.7,10.6,-5.6,-14.3,-3.5,1.0,11.4,0.3
COc1cc(CNCc2ccc(C(=O)O)cc2)ccc1OCc1ccc(F)cc1,0.1,0.3,-4.7,-10.9,-5.3,3.0,-8.3,16.4,0.2
COCCn1c(SCC(=O)Nc2ccccc2C)nc2c(oc3ccccc32)c1=O,-0.1,0.1,-1.3,-4.0,-5.1,12.6,-9.5,-18.9,-0.4
C[C@@H]1[C@H]2CCCC[C@H]2CN(C(=O)OC(C)(C)C)[C@@H]1CC(=O)c1ccccc1,0.8,.,.,.,-29.0,-7.6,6.3,-39.3,.
CC(C)CN1C(=O)C(=O)N(CC(=O)N(C)CC(=O)Nc2ccc(F)cc2)C1=O,0.7,-0.3,.,0.7,-12.3,-6.1,14.3,-2.6,0.1
CCCOc1ccc(C(=O)NNC(=S)NC(=O)c2ccccc2[N+](=O)[O-])cc1,15.4*,1.6,-1.5,-3.7,-1.6,3.4,7.2,26.5,4.5
Cc1ccc(C(=O)NNC(=O)c2ccc3ccccc3c2)cc1,0.5,.,.,.,.,-18.0,20.3,-7.8,.
COc1ccc(NC(=O)CCNS(=O)(=O)c2ccc3c(c2)c(=O)n(C)c(=O)n3C)cc1,0.5,-0.2,0.1,2.1,-6.9,-19.2,11.8,7.8,0.0
CC1=C(C(=O)OCc2ccccc2)C(c2ccccc2Cl)NC(=O)N1CCCC(=O)O (stereo unspecified),0.8,0.3,-2.3,5.7,-15.9,3.8,-15.4,9.4,0.8
Cc1onc(-c2ccccc2Cl)c1C(=O)N/N=C(\N)COc1ccc(Cl)cc1,0.5,1.8,-3.0,-4.7,-19.7,18.7,-3.6,7.4,1.9
CC(C)N1CCN(C(=O)c2cccc(Cl)c2)CC1,0.9,0.7,-10.6,-1.5,-0.3,-0.7,14.8,-13.5,0.9
COc1ccc(NC(=O)CSc2nnc(-c3cccnc3)o2)c(OC)c1,0.4,-0.1,.,-4.9,-6.1,2.4,2.9,-5.7,-0.2
CCn1c2ccccc2c2cc(NC(=O)c3ccc([N+](=O)[O-])cc3)ccc21,0.8,-0.5,-4.4,-16.6,-10.4,-17.9,23.1,-4.1,0.1
O=C(COC(=O)c1ccc(O)cc1O)NC(=O)c1ccccc1,0.3,.,.,.,.,9.8,-10.7,-0.5,.
O=c1cc(CSc2nnc(-c3ccccc3)o2)c2ccccc2[nH]1,0.5,-0.1,-6.6,-11.1,-9.5,-6.6,16.5,8.0,1.1
O=C(NCCC(=O)N(Cc1ccco1)Cc1cccs1)c1ccc([N+](=O)[O-])cc1,1.0,.,.,.,.,14.5,3.0,-6.4,.
CN(C)c1ccc(/C=N/N=C2/NC(=O)/C(=C/c3ccc([N+](=O)[O-])cc3)S2)cc1,1.0,0.1,2.1,-8.2,4.6,-8.7,18.9,7.2,0.1
O=C(OCC(=O)N1N=C(c2ccc(Cl)cc2)CC1c1ccco1)c1ccco1 (stereo unspecified),0.1,-1.3,-17.5,-7.9,-4.5,-1.1,15.5,-7.7,-1.2
Cc1ccc(NC(=O)C2(c3ccccc3)CCCC2)nc1,0.4,-0.1,-10.8,-17.1,-21.1,-0.4,-2.5,-1.0,4.8
CN1C(=O)N(C)c2ccc(Br)c3cccc1c23,0.9,.,-3.0,.,.,-9.3,18.5,-6.7,.
Cc1ccc(S(=O)(=O)N2CCOCC2)cc1C(=O)Nc1ccccc1N1CCOCC1,0.6,0.3,.,-1.4,-17.4,-18.1,8.4,3.6,0.2
COC(=O)c1sc(N2C(=O)C(O)=C(C(=O)c3ccc(C)o3)C2c2ccco2)nc1C (stereo unspecified),0.7,0.3,3.0,-5.1,-2.7,-10.7,14.8,-22.8,0.5
Cc1ccc(C)c(S(=O)(=O)N2CCN(C(=O)Nc3ccccc3)CC2)c1,0.9,-0.3,-10.7,-9.2,14.6,16.3,-25.3,8.9,0.5
NC(=O)COc1ccc(NC(=O)c2ccccc2-c2ccccc2)cc1,-0.5,-0.7,4.1,-16.2,-3.7,3.8,-4.2,-30.7,0.5
CCOC(=O)c1ccc(NC(=O)CSc2nnc(C3CC3)n2CC)cc1,-0.3,-1.3,-9.3,-9.1,-29.6,-2.9,7.8,-10.0,0.0
COC(=O)N1CCCCC1c1cc(C(=O)NCc2ccc(F)cc2)no1 (stereo unspecified),0.4,.,.,.,.,-1.8,2.6,-22.1,.
COc1ccc(-n2c(SCC#N)nnc2-c2cccnc2)cc1,0.2,-1.0,1.1,-12.4,-7.7,-3.8,11.4,-5.8,0.2
C=C(C)Cc1c(C)c(C#N)c2nc3ccccc3n2c1NCCCN(C)C,0.7,0.3,5.2,-4.6,-19.2,-10.5,14.9,5.4,-0.6
Cc1ccc(S(=O)(=O)Nc2ccc3c(c2)nc(C)n3C)cc1,2.6,2.3,-1.9,-8.9,-15.0,8.4,-17.8,0.0,3.3
COC(=O)c1cccc(C23CC4(C2)[C@H](CN(Cc2cccnc2)[C@@H]4c2ccccc2)C3c2ccc(C(F)(F)F)cc2)c1 (stereo partly specified),.,-0.4,.,-8.8,-16.4,.,.,3.0,-0.9
